HTRA1 inhibitor: HTRA1 (human) protease inhibition | recombinant HTRA1, FP-rhodamine activity-based probe, fluorescence polarization | Q92743 | inhibition, % at 5.96 µM | 340,000 tested, 0.5% active; in the data active = inhibition above about 36%;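 also: 0% = enzyme with DMSO and 100% = wells lacking enzyme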
PG9 binder: binds the HIV-1 gp120 antibody PG9 | TR-FRET gp120-PG9 antibody binding | inhibition, % at 6.7 µM | 360,000 tested, 0.43% active | AID 624416; in the data active = inhibition above about 8.5%
TDP2 inh: blocks human TDP2 phosphodiesterase activity; inhibition, % at 12.8 µM; recombinant TDP2, T5PNP hydrolysis, p-nitrophenol absorbance 415 nm; 370,000 tested, 0.34% active; O95551;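 active = inhibition above the mean of all tested compounds plus 3 SD, set per campaign, cut at about 25% in these data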;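 also: 0% = DMSO with enzyme and 100% = buffer with substrate but no TDP2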
Target sequence (O95551 whole entry, looked up): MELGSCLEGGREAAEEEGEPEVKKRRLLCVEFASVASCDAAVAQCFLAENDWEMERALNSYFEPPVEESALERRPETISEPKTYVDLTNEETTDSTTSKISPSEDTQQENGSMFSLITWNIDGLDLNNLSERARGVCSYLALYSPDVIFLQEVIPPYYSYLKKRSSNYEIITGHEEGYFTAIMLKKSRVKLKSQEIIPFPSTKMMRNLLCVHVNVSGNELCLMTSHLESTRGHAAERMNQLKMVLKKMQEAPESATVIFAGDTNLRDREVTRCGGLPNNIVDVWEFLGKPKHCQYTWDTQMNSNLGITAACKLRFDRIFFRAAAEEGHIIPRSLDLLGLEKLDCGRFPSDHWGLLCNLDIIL
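System – recombinant human TDP2 · Quantity – TDP2 enzyme at 120 nM final · Doses – single concentration, 12.8 µM nominal, with 1% DMSO · Incubation – 2 h at 37 °C · Measured by – epi absorbance of p-nitrophenol freed from T5PNP by hydrolysis · Read-out – % inhibition relative to enzyme-containing and enzyme-free wells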
TCR CD3 inh: inhibitors of human TCR-CD3 interaction; TAMRA-labeled TCR probe fluorescence, biochemical; inhibition, % at 9.4 µM; 360,000 tested, 0.37% active; AID 651800; in the data active = inhibition above about 19%;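 also: recombinant mutant TCR 2C K166C tagged with TAMRA read by polarization; 0% = receptor in buffer alone and 100% = receptor with positive control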
LEDGF integ inh: blocks HIV-1 LEDGF/p75-dependent DNA integration; TR-FRET IN-LEDGF/p75 DNA integration, Eu/Cy5; inhibition, % at 3.7 µM; 370,000 tested, 0.64% active; AID 743269;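 active = inhibition above the screen-wide mean plus 3 SD, cut at about 13% in these data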;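 also: signal is the Cy5 over europium emission ratio at 671 and 618 nm; 0% = plate median of compound wells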
PRMT1 inh: PRMT1 (human) inhibition, primary screen. recombinant PRMT1, activity-based probe fluorescence polarization. Q99873. 370,000 tested, 1.3% active. inhibition, % at 2.79 µM;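 active = inhibition above about 21% made by adding two undisclosed values, limit read from the data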
Target sequence (Q99873 whole entry, looked up): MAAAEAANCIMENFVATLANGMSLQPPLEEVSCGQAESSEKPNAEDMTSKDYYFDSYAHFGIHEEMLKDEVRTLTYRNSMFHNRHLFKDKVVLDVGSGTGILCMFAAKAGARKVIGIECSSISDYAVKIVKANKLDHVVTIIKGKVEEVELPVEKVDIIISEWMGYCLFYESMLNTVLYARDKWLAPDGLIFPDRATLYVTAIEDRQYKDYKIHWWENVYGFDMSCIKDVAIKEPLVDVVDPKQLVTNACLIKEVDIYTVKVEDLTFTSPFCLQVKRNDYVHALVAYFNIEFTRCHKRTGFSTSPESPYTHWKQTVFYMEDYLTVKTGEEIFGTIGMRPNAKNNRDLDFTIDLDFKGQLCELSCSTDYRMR
UHRF1 binding: human UHRF1 methylated DNA binding inhibitors; Q96T88; UHRF1 binding to methylated oligo, TR-FRET; inhibition, % at 4.4 µM; 370,000 tested, 0.75% active; AID 687016; in the data active = inhibition above about 21%;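 also: UHRF1 SRA domain binding a hemimethylated CpG hairpin DNA probe; 0% = median of test compound wells and 100% = reference inhibitor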
SIAE inh: human SIAE inhibition, primary screen | Q9HAT2 | AID 1053197 | 370,000 tested, 0.69% active | inhibition, % at 9.66 µM | SIAE FP-Rh probe binding, fluorescence polarization;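 active = inhibition above a cutoff: mean of compounds within the control limits plus 3 SD of those, cut at about 17% in these data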;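 also: 0% = plate median of compound wells and 100% = probe without SIAE protein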
Tn7 DDE FP: disrupts Tn7 cyclic peptide binding to fibrin D-Dimer-E complex; inhibition, % at 8.3 µM; P02675; 370,000 tested, 0.13% active; FP displacement of FITC-Tn7 peptide from fibrin DD(E); 0% = median of compound wells per plate;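 active = inhibition above the mean of compounds falling within the control limits plus 3 SD of them, cut at about 14% in these data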;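 also: 0% = plate median of compound wells and 100% = 10 µM Aha-Tn7 peptide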
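Assay system: Human fibrin DD(E) protein | Medium: Tris buffer with calcium and detergent, pH 7.8 | Reagent: 0.1 µM fluorescent Tn7 | Compound dosing: Single point at 8.3 µM | Times: 10 min preincubation, 3 h with tracer, room temperature | Detection: Fluorescence polarization of the labelled Tn7 tracer | Controls: Aha-Tn7 high control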
mABHD4 FP: ABHD4 (mouse) inhibition, primary FP screen | Q8VD66 | purified mABHD4, FP-Rh probe fluorescence polarization | inhibition, % at 8.92 µM | 370,000 tested, 0.54% active | AID 720543;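 active = inhibition exceeding the mean over every tested compound plus 3 SD, cut at about 30% in these data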;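 also: 0% = plate median of compound wells and 100% = S159A mutant with DMSO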
Target sequence (Q8VD66 whole entry, looked up): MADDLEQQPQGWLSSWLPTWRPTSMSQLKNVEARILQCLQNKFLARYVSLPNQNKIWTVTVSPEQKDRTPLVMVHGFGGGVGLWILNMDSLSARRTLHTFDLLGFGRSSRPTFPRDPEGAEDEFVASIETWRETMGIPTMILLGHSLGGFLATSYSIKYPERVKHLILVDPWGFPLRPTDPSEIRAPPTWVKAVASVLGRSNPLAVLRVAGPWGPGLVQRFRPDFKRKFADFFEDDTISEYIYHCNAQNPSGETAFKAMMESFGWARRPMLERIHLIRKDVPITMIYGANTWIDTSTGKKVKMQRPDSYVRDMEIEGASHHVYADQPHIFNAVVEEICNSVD
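Assay system: mABHD4 protein; medium: HEPES pH 7.0, NaCl, Pluronic buffer; dosing: 8.92 µM, single dose; schedule: 45 min + 60 min at 25 °C; signal: FP readout, ex 525 nm / em 598 nm; read-out: normalized percent inhibition of probe labeling; repeats: single replicate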
Starred values were filed as active, the others as inactive; . = no result given. An unsorted share of the library; about 4.2% have a hit in one of these screens.

SMILES | HTRA1 inhibitor | PG9 binder | TDP2 inh | TCR CD3 inh | LEDGF integ inh | PRMT1 inh | UHRF1 binding | SIAE inh | Tn7 DDE FP | mABHD4 FP
COc1cccc(C2CC(c3ccccc3)=NN2S(=O)(=O)c2ccc(C)cc2)c1OC (configuration not stated) | -54 | -2.7 | 11 | -20 | -2 | 0 | -5 | -31 | 3 | -52
O=C(c1cccc(-n2cccc2)c1)N1CCN(S(=O)(=O)c2ccc(F)cc2)CC1 | -7 | -2.6 | -7 | 0 | -7 | 0 | 2 | -2 | 1 | -3
O=C(O)CCC(=O)NC1CCCCC1 | 5 | -0.4 | 1 | 1 | 0 | 0 | -4 | 4 | 1 | 3
COc1ccc(NC(C)=O)cc1C | 8 | -2.3 | 8 | 3 | -4 | -4 | 0 | 4 | 6 | -5
COc1ccc(CNC(=O)Cn2c(=O)oc3cc(S(=O)(=O)N4CCCC4)ccc32)cc1 | 2 | -2.5 | 7 | 0 | 1 | -1 | -2 | -11 | -5 | -2
CC1Cc2cc(/C(O)=C3/C(=O)C(=O)N(Cc4cccnc4)C3c3cccc(O)c3)ccc2O1 (configuration not stated) | 7 | 2.2 | 10 | 3 | 0 | -1 | -7 | 4 | -7 | 3
N#CCCSCc1ccc(OCC(=O)O)cc1 | 1 | -3.4 | -18 | -10 | 2 | -1 | 4 | -6 | 4 | -3
CCc1ccc2[nH]c3nc(C)cc(C)c3c(=O)c2c1 | -1 | 25* | 4 | -5 | 1 | 3 | 3 | -6 | 2 | 1
O=C(Cc1cccs1)N/N=C/C=C/c1ccco1 | 3 | -4.1 | 8 | 11 | 17* | 12 | 10 | 4 | 1 | 13
CCOC(=O)Cc1nnc(NC(=O)COc2ccc(F)cc2)s1 | 2 | 0.9 | -9 | 0 | -2 | -1 | -4 | -4 | 8 | -5
CCCCCOCC1CC(C/C(C)=N/NC(N)=S)C(=O)O1 (configuration not stated) | 2 | -1.1 | 4 | 7 | -1 | -1 | 3 | 4 | 10 | 13
Cc1cccc(C)c1NC(=O)COC(=O)c1cc(S(=O)(=O)Nc2ccc(Cl)cc2)ccc1O | -4 | 2.9 | -6 | -4 | 4 | -3 | 2 | -5 | 0 | -6
CCCn1c(=S)[nH]c2cc(C(=O)N3CCN(C4CCCCC4)CC3)ccc2c1=O | 9 | -0.6 | -11 | -7 | -3 | -3 | 0 | -1 | -5 | -1
COC(=O)/C(=C/c1cn(C(C)=O)c2ccccc12)[N+](=O)[O-] | . | -2.4 | 16 | 5 | -1 | -3 | -3 | 5 | -4 | 7
CCc1ccc(CNC(=O)CCC(=O)n2ncc3cc(C)ccc32)cc1 | -1 | -0.4 | 3 | 2 | 2 | 3 | -4 | -4 | -2 | 6
Cc1cccc(NS(=O)(=O)c2cccc(C(=O)N3CCCC3)c2)c1 | 1 | 0.1 | -5 | -4 | -7 | 4 | 2 | -3 | -3 | -4
CC/C(=N\NC(=O)c1ccc(CN(C)S(=O)(=O)c2ccc(C)cc2)cc1)c1ccc(OC(F)F)cc1 | 0 | -0.1 | -12 | 6 | 0 | -2 | -1 | -2 | 0 | 0
COc1cc(/C=N/Nc2ccc(Cl)c(C(=O)O)c2)ccc1OC(=O)c1ccc(F)cc1 | -2 | -1.2 | 22 | 0 | 1 | 5 | 1 | 11 | 2 | 6
O=C(CSc1nc2[nH]ncc2c(=O)[nH]1)Nc1ccccc1F | 13 | -2.4 | -22 | -8 | 1 | -2 | 2 | -5 | -1 | -1
CC(C)(C)C(=O)NC(=S)Nc1sc2c(c1C#N)CCCCC2 | -8 | 1.4 | 4 | 1 | 4 | 13 | 1 | 7 | 1 | 5
Cc1ccc(-n2cc(CN3CCN(C(=O)c4ncn[nH]4)CC3)c(-c3ccc(F)cc3)n2)cc1 | -13 | -1.1 | 5 | 3 | 4 | -1 | -3 | 4 | 1 | 0
O=C(CN1C(=O)c2ccccc2C1=O)OC(C(=O)c1ccc(Cl)cc1)c1ccccc1 (configuration not stated) | -15 | 6.5 | 6 | 4 | -1 | 3 | -6 | -9 | 4 | -12
COc1ccccc1CNC(=O)Nc1nc(C(N)CCc2ccccc2)cs1 (configuration not stated) | . | -0.9 | -2 | -9 | 3 | -2 | -1 | -6 | -2 | 3
Cc1onc(-c2ccccc2)c1C(=O)N1CCN(S(=O)(=O)c2ccc(OC(F)(F)F)cc2)CC1 | 1 | -0.7 | -7 | 3 | -6 | 1 | -1 | -1 | 2 | 2
Cc1nnc(SCC(=O)Nc2ccc(Br)cc2)n(N)c1=O | -2 | 1.5 | 7 | -2 | -1 | -2 | -1 | -2 | 5 | 2
COc1ccc(-n2cnnc2SCC(=O)Nc2ccccc2F)cc1 | -3 | -1.9 | -2 | -2 | 3 | 0 | 0 | -3 | -4 | -2
CC(=O)N(C)C(c1ccc(N(C)C)cc1)c1nnnn1-c1c(C)cccc1C (configuration not stated) | 3 | -1.4 | 6 | 4 | -2 | -1 | -1 | 14 | -5 | -5
CC1CCCCC1NC(=O)CSc1nc2ccccc2c(=O)n1Cc1ccco1 (configuration not stated) | 2 | 0.9 | 18 | -4 | 0 | -1 | 1 | 5 | 5 | 2
O=C(Cn1cnc2ccccc2c1=O)Nc1ccc2c(c1)OCCO2 | 2 | -0.4 | 7 | 7 | -4 | -2 | -1 | 5 | 0 | -5
CCC(=O)Nc1c(S(=O)(=O)c2ccc(C)cc2)c2nc3ccccc3nc2n1C(C)c1ccccc1 (configuration not stated) | -59 | -0.2 | -2 | -6 | 3 | -1 | 3 | -12 | 1 | -11
CCOC(=O)[C@]12CCCC=C1N(Cc1ccc(OC)cc1)C(=O)[C@@H]2CC(=O)NCc1cccc(C(F)(F)F)c1 | . | . | -20 | . | -1 | 1 | 1 | -4 | -1 | -6
CC(=O)Nc1ccc(NC2CCCCC2NS(=O)(=O)c2ccc(Cl)cc2)cc1 (configuration not stated) | -3 | 1.4 | -25 | -3 | -2 | 2 | 3 | 10 | -6 | 0
COc1ccc(Cl)cc1NC(=O)CN(C)C(=O)C1CCN(C(=O)Nc2ccccc2)CC1 | -2 | -0.4 | -10 | 7 | 1 | -5 | 2 | 2 | -7 | -9
Cc1cccc(C(=O)N2CCCC(N3CCN(c4ccccc4F)CC3)C2)n1 (configuration not stated) | -2 | 0.7 | 10 | -9 | -2 | 2 | 2 | 2 | 3 | -3
CC(=O)NCCn1c(SCC(=O)NCCC2=CCCCC2)nc2ccccc2c1=O | -3 | -0.2 | 0 | 3 | 2 | -2 | -4 | 7 | -4 | -1
FC(F)Sc1ccc(NC(=S)NC2CCCC2)cc1 | -6 | -2.1 | -3 | -1 | -7 | 2 | 1 | -2 | -5 | -5
Cn1c(/C(C#N)=N/O)nc2ccccc21 | 0 | -0.6 | -1 | 1 | 0 | -2 | -1 | 1 | -5 | -3
O=C1CC2(CCCCC2)Oc2ccc(F)cc21 | -3 | 1.0 | -3 | -4 | 2 | 0 | 3 | 2 | 0 | -1
CN1C(=O)C(=O)/C(=C(/O)c2ccccc2)C1c1ccc([N+](=O)[O-])cc1 (configuration not stated) | -1 | -1.4 | 4 | 16 | 2 | 2 | -3 | 0 | -6 | -3
C=CCNc1cccc2c1S(=O)(=O)N[C@H](C)CO2 | . | 0.4 | 14 | 3 | 1 | -4 | 9 | -1 | 5 | -3
COCCCN1C(=O)C(CC(=O)NC2CCCCC2)CC(C(=O)N(C(C)C)C(C)C)=C1C (configuration not stated) | . | 1.6 | 3 | -1 | 5 | -1 | 2 | -4 | -3 | -3
OCC1(CCc2ccccc2)CCN(Cc2cc(Cl)ccc2O)CC1 | -2 | 0.4 | -12 | 6 | -7 | 0 | 2 | 2 | -1 | -6
Cc1c(-c2ccc(F)cc2)nc(N)c(C#N)c1-c1ccco1 | 3 | -1.1 | 1 | 2 | -1 | 1 | -3 | -9 | 0 | -2
COc1cc(C(=O)NCC2CCCO2)cc(Br)c1OCc1ccccc1 (configuration not stated) | -14 | -0.2 | 6 | -4 | -3 | 1 | 0 | -1 | 2 | -9
CCN(CC)C(=O)Cn1nc(Cc2ccncc2)c2ccccc2c1=O | . | . | 2 | . | 0 | 0 | 0 | 0 | 3 | -2
Fc1cccc(CN(C2=NCCN2)c2c(Cl)cccc2Cl)c1 | -24 | 1.9 | -9 | 0 | 2 | -4 | 4 | -3 | -6 | 2
CCOc1ccc(/C=N/NC(=O)c2cc(-c3cccn3C)n[nH]2)cc1 | 2 | -1.6 | 1 | 3 | 1 | 1 | -2 | 0 | 3 | 3
CS(=O)(=O)N(CC(=O)NCCSCc1ccccc1)c1ccccc1Br | -1 | -0.4 | -8 | 0 | -3 | 3 | 0 | 8 | 3 | -8
CCCCN(CCCC)CCNC(=O)CN1C(=O)COc2ccc(S(=O)(=O)N3CCOCC3)cc21 | -3 | -1.2 | -3 | 1 | -4 | 2 | 2 | -1 | 7 | -1
COC(=O)c1cn(C(=O)OC)c2ccccc12 | -4 | 2.8 | 0 | -5 | 4 | 3 | 5 | -1 | -2 | 1
CCOC(=O)COc1c(OC)cc(Cl)cc1C1Nc2ccccc2C(=O)N1c1ccc(F)cc1 (configuration not stated) | -42 | 0.6 | -3 | -2 | -2 | 1 | 1 | -5 | -4 | -16

4 of the compounds above, as labelled records.
CCCCN(CCCC)CCNC(=O)CN1C(=O)COc2ccc(S(=O)(=O)N3CCOCC3)cc21
  HTRA1 inhibitor = -3; PG9 binder = -1.2; TDP2 inh = -3; TCR CD3 inh = 1; LEDGF integ inh = -4; PRMT1 inh = 2; UHRF1 binding = 2; SIAE inh = -1; Tn7 DDE FP = 7; mABHD4 FP = -1
Cn1c(/C(C#N)=N/O)nc2ccccc21
  HTRA1 inhibitor = 0; PG9 binder = -0.6; TDP2 inh = -1; TCR CD3 inh = 1; LEDGF integ inh = 0; PRMT1 inh = -2; UHRF1 binding = -1; SIAE inh = 1; Tn7 DDE FP = -5; mABHD4 FP = -3
C=CCNc1cccc2c1S(=O)(=O)N[C@H](C)CO2
  HTRA1 inhibitor = .; PG9 binder = 0.4; TDP2 inh = 14; TCR CD3 inh = 3; LEDGF integ inh = 1; PRMT1 inh = -4; UHRF1 binding = 9; SIAE inh = -1; Tn7 DDE FP = 5; mABHD4 FP = -3
CN1C(=O)C(=O)/C(=C(/O)c2ccccc2)C1c1ccc([N+](=O)[O-])cc1 (configuration not stated)
  HTRA1 inhibitor = -1; PG9 binder = -1.4; TDP2 inh = 4; TCR CD3 inh = 16; LEDGF integ inh = 2; PRMT1 inh = 2; UHRF1 binding = -3; SIAE inh = 0; Tn7 DDE FP = -6; mABHD4 FP = -3

Screening data deposited in PubChem by The Scripps Research Institute Molecular Screening Center.
